Bioassay records (PubChem)
IEC-6 tox: IEC-6 cytotoxicity, counter-screen for KLF5 inhibitors; luminescence viability; inhibition, % at 5 µM; 290,000 compounds, 0.78% hits; AID 1825; in the data active = inhibition above about 22%;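 also: 0% = plate median of test compound wells and 100% = cytotoxic reference compound wells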
GSK3A inh: inhibitors of human GSK-3 alpha kinase; inhibition, % at 10 µM; ADP-Glo luminescence, 60 min; P49840; 320,000 compounds, 0.1% hits;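 in the data active = inhibition above about 50%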;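 also: GST-tagged GSK-3 alpha with peptide substrate and 25 µM ATP; 0% = DMSO neutral wells and 100% = GW8510 positive control wells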
Target sequence (P49840 whole entry, looked up): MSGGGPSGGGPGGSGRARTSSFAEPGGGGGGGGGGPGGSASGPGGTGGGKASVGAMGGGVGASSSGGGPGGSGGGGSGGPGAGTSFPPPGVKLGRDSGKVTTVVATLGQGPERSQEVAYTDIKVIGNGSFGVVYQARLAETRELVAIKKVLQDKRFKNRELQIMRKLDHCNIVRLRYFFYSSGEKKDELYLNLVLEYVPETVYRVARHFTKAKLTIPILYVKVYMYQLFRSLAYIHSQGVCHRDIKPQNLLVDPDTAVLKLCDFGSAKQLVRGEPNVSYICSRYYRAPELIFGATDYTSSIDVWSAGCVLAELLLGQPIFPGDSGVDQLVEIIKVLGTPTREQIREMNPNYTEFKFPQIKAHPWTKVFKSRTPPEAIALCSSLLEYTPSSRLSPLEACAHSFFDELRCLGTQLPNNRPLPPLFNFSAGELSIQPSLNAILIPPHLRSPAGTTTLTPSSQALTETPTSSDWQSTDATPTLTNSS
HSF1 activator: increases HSF-1 driven luciferase reporter signal; NIH3T3-HGL HSF-1 luciferase reporter, MG132, 8 h; 100% = twice DMSO control signal; activation, % at 9 µM; 300,000 compounds, 1.7% hits;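 active = mean replicate activation of at least 50% with a set share of replicates each reaching 50%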;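 also: 0% = median of the neutral control wells and 100% = twice that signal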
aSyn 5UTR inh: MLPCN primary screen, SNCA 5' untranslated region. alpha-synuclein 5'UTR reporter, inhibitor activity. inhibition, % (tested at 7.5 µM). 300,000 compounds, 0.82% hits; in the data active = inhibition above about 60%;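 also: H4 neuroglioblastoma cells stably carrying SNCA 5'UTR luciferase fusion; 0% = DMSO wells and 100% = positive control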
AI-2 QS modul: modulates the Vibrio harveyi AI-2 quorum sensing system. Vibrio harveyi JMH597 AI-2 luminescence/OD600 ratio, 9 h; hits give low values; strain lacks LuxN and CqsS sensors; 0 = neutral-control median. activity change, % at 7.5 µM. 300,000 compounds, 0.4% hits; in the data active = activity change below about -75%, passing the limit was not always enough;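 also: luminescence divided by OD600 gain over 9 h not by final OD600 alone; inactives centre near 13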
HIF activator: HIF pathway transcriptional activation; 300,000 compounds, 0.32% hits; U2OS HRE-luciferase reporter, luminescence; normalized: DMSO 0%, desferrioxamine 100%; activation, % at 7.5 µM (by protocol); AID 1910;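 active = mean activation of at least 10% of the iron chelator positive control signal, with at least half of replicates also reaching 10%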
HSP90 inh: inhibitors of HSP90 luciferase refolding in rabbit reticulocyte lysate | luciferase refolding luminescence, 3 h | inhibition, % at 5.6 µM | 290,000 compounds, 0.91% hits | AID 1789;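 active = inhibition above the screen-wide mean plus 3 SD, computed separately per campaign, cut at about 16% in these data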;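 also: 0% = DMSO wells and 100% = 60 µM geldanamycin wells; inhibitors lower the luminescence because luciferase stays unfolded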
GSK3beta inhib: inhibitors of human GSK3beta kinase | activity score (negative = inhibition), % at 10 µM | 300,000 compounds, 0.038% hits | GST-GSK3beta kinase, ADP-Glo luminescence, 60 min; hits give low values | P49841;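 active = more than half of replicate wells score below -50%, meaning over 50% inhibition versus plate controls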;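 also: 0% = median DMSO wells and -100% = median GW8510 positive control wells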
Target sequence (P49841 whole entry, looked up): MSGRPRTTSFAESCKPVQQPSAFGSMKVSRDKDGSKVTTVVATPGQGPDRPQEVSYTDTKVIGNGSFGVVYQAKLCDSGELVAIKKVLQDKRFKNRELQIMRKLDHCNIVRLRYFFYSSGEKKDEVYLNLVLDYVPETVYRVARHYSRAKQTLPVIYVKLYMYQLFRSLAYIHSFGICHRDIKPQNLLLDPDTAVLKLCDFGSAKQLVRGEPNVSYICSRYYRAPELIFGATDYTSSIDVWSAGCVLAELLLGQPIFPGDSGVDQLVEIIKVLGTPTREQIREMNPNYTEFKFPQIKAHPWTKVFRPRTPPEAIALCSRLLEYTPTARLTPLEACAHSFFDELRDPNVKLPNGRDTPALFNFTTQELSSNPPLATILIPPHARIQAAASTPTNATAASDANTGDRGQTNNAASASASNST
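test system = GST-tagged human GSK3beta kinase, cell-free | reagent = 25 µM ATP with peptide substrate | dosing = one dose of 10 µM per compound | schedule = 60 min reaction, RT | detection = luminescent ADP-Glo measurement of ADP formed | control set = DMSO neutral wells and GW8510 at 20 µM as positive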
HSF1 inh: HSF1 inhibition; NIH3T3-HGL HSE-luciferase, MG132-induced, luminescence 8 h; hits give low values; activity change, negative = inhibition, % at 7.5 µM (by protocol); 300,000 compounds, 0.77% hits; AID 2098;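 active = more than half of replicate wells show activity change below -50%, luminescence cut by over half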;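 also: luciferase reports HSF-1 transcriptional activity via heat shock element; 0% = median of DMSO wells and -100% = zero luminescence signal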
KLF5 inh: kruppel-like factor 5 inhibition; AID 1700; inhibition, % at 5 µM; 290,000 compounds, 0.23% hits; DLD-1 KLF5 promoter-luciferase reporter, luminescence;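 active = inhibition above a per-plate limit of that plate's mean compound inhibition plus 3 SD, cut at about 60% in these data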;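 also: 0% = DMSO wells and 100% = LY294002 at 200 µM; higher means less KLF5 promoter-driven luciferase light; inactives centre near -14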
An asterisk follows results filed as active; / = no result given.

SMILES,KLF5 inh,HSP90 inh,IEC-6 tox,GSK3A inh,HSF1 activator,HIF activator,GSK3beta inhib,AI-2 QS modul,aSyn 5UTR inh,HSF1 inh
COc1cc2nc(CC(C)C)n(NC(=O)c3ccccc3Br)c(=O)c2cc1OC,-44,2,0,-1,-1,-2.3,4,5,-2,-7
CCOC(=O)C(=Cc1cc(=O)c(OC)co1)C(=O)OCC,-27,-5,1,/,94*,1.3,0,15,-40,80
CC[C@H]1OC(=O)[C@H](C)[C@@H](O[C@H]2C[C@@](C)(OC)[C@@H](O)[C@H](C)O2)[C@H](C)[C@@H](O[C@@H]2O[C@H](C)C[C@H](N(C)C)[C@H]2O)[C@](C)(O)C[C@@H](C)CN(C)[C@H](C)[C@@H](O)[C@]1(C)O,/,/,/,-2,4,0.4,1,-43,-33,0
O=c1oc2cc(O)ccc2c2c1CCCC2,-18,-1,8,56*,-9,-0.2,-47,2,-17,-2
O=C(NC(=S)NCCN1CCOCC1)c1cccc(Cl)c1,-7,-2,-1,-1,3,0.1,2,16,-17,-3
O=C(NC(=S)Nc1nc(-c2ccccc2)cs1)c1cccs1,-7,1,4,-5,-3,0.2,1,6,-17,-9
CC(OC(=O)c1cc2sccc2n1C)C(=O)NCc1ccco1 (stereo unspecified),-8,1,1,-3,6,0.1,-1,18,23,5
CCCCN(C(=O)c1ccc2c(c1)OCCO2)c1c(N)n(CCCC)c(=O)[nH]c1=O,/,/,/,-1,-4,0.0,4,0,10,-4
COc1cc(NC(C)=O)ccc1NC(=O)c1cc2ccccc2o1,-77,3,4,-2,13,2.1,3,7,-83,-3
COc1ccccc1N1CCN(C(=S)NC(=O)/C=C/c2ccccc2)CC1,-6,4,4,-3,13,0.3,0,7,-29,2
c1ccc(-c2nc3ccccc3[nH]2)cc1,-174,-4,-2,-4,-66,3.7,-3,30,-138,-61*
O=C(COc1ccc([N+](=O)[O-])cc1)Nc1ccc(C(=O)NCc2cccnc2)cc1,-22,4,30*,-1,38,0.0,-3,44,14,13
Cc1ccc2c(C)c(C(=O)N(Cc3ccncc3)CC3CCCO3)oc2c1C (stereo unspecified),24,0,3,-3,-7,0.4,3,10,14,-1
COC(=O)[C@@H](NC(=O)N1CCC(C)CC1)C(C)C,9,2,1,-1,1,0.3,2,17,1,-8
CC/C(C)=N/NC(=S)NCc1ccco1,-14,0,1,-5,-3,-0.1,1,22,-24,-13
C(/CCc1ccccc1)=N\n1cnnc1,0,-4,-2,8,-10,0.0,-1,42,26,-2
CCN(Cc1nc(-c2ccc(OC)c(OC)c2)no1)C(=O)c1ccoc1C,-13,3,1,-3,-4,0.0,0,19,-1,-4
COC(=O)c1cc(S(=O)(=O)NCC2CCN(Cc3ccc(Cl)cc3)CC2)cn1C,-14,-4,-2,-15,11,0.6,3,11,5,2
COc1cc(/C=N/NC(=O)c2cccc3ccccc23)cc(OC)c1OC,-31,-2,4,-3,-2,-1.5,-3,28,15,0
Cc1ccc(O)c(Sc2cc(C)ccc2O)c1,10,-4,4,-2,30,-0.1,-2,1,3,17
Cc1nc(-c2ccc(C(=O)O)cc2)cs1,-12,1,5,-5,0,0.9,1,55,-27,-2
CCN1CCN(c2cc3nc(C)n(Cc4ccccc4)c(=O)c3cc2NC(=O)c2ccccc2F)CC1,-61,-2,1,0,-5,-1.7,2,14,65*,-8
O=c1c2ccccc2nc(SCc2nc3ccccc3s2)n1Cc1ccco1,-18,1,-10,0,22,-0.3,-1,17,21,22
O=C(Nc1ccon1)Nc1cccc(Cl)c1Cl,-6,2,8,2,5,0.4,-3,4,-47,6

Look-ups from the results shown:
COC(=O)c1cc(S(=O)(=O)NCC2CCN(Cc3ccc(Cl)cc3)CC2)cn1C in HSF1 activator: 11
CCN(Cc1nc(-c2ccc(OC)c(OC)c2)no1)C(=O)c1ccoc1C in KLF5 inh: -13

The list goes on.
SMILES,KLF5 inh,HSP90 inh,IEC-6 tox,GSK3A inh,HSF1 activator,HIF activator,GSK3beta inhib,AI-2 QS modul,aSyn 5UTR inh,HSF1 inh
O=C(O)C1C2CCC(C2)C1C(=O)Nc1ccc(Cl)c(Cl)c1 (stereo unspecified),/,/,/,-1,-8,-0.2,4,0,-17,-1
CN(c1ccccc1)S(=O)(=O)c1ccc(C(=O)N2CCc3ccccc3C2)cc1,8,-2,-5,-4,0,-0.1,-1,-2,12,-1
CC(=O)c1cccc(Nc2nc(-c3ccccc3)cs2)c1,-137,0,15,-1,23,5.4,5,12,-145,5
COc1ccc(/C=N/NC(=O)C2CCN(c3ncc(C(F)(F)F)cc3Cl)CC2)cc1,3,-2,5,-5,-7,-0.4,0,11,8,5
CCc1ccc(-c2csc(NC(=O)C3CCCO3)c2C(=O)OC(C)C)cc1 (stereo unspecified),-1,1,0,-2,17,-6.1,-3,14,-5,5
COc1ccccc1C(CC(=O)O)c1ccc2c(c1)OCO2 (stereo unspecified),-15,2,0,-2,-9,0.1,2,3,8,-4
O=C(/C=C/c1ccc2c(c1)OCO2)NCCSCc1ccc(Cl)cc1,32,2,3,1,-10,-0.1,4,11,-8,-5
COc1ccc2c(c1OC)C(=O)N1N=C(c3ccccc3)CC21 (stereo unspecified),-6,-3,2,2,-1,0.4,-4,24,-23,12
Cc1ccc(C(=O)OCC(=O)NC(=O)c2cccn2C)cc1[N+](=O)[O-],-11,1,-3,-1,-19,0.3,-2,10,5,0
CCc1cc(=O)oc2c(C)c(OC(C)C(=O)N3CCC[C@@H]3C(=O)O)ccc12 (stereo partly specified),6,-4,1,-1,-6,0.1,-3,14,24,0
Cc1cc(C)cc(CN2CCC(Oc3ccc(C(=O)N4CCCC4)cc3)CC2)c1,-1,-3,-1,/,10,0.7,-2,33,2,2
CCC(=O)NCCc1cc2ccc(C)c(C)c2[nH]c1=O,-1,5,2,-4,14,0.5,-3,5,-34,3
N#Cc1cn(-c2ccccc2)nc1-c1ccco1,-7,4,14,-1,7,1.0,-7,30,-147,6
CN(Cc1ccccc1)C(=O)C1CCN(S(=O)(=O)c2cccc3nsnc23)CC1,-17,5,-5,1,-1,0.1,-4,-4,7,-6
CCOC(=O)c1ccccc1NC(=O)CSc1nc(N)cc(=O)[nH]1,-9,2,2,-4,-4,-0.4,1,9,22,-3
O=C(C1=C[C@H](C2CC2)C[C@H](OCCCCO)O1)N1CCN(Cc2ccccc2)CC1,-21,-4,0,/,-9,0.2,1,4,8,-4
Cc1ccc(S(=O)(=O)N2C3C=CC(C3)C2C(=O)O)cc1 (stereo unspecified),-12,2,3,-3,4,/,-2,-5,-16,2
Cc1ccc(SCCNC(=O)c2cccc([N+](=O)[O-])c2C)cc1,-10,0,-2,-3,17,-0.1,1,27,1,4
CCNS(=O)(=O)c1ccc(CCC(=O)Nc2ccc(C(=O)OC)cc2)cc1,-62,-3,-7,-2,-20,0.0,-4,11,-12,-3
O=c1[nH]n(-c2ccc(Cl)cc2)c2ncccc12,-23,-1,-2,-2,10,-0.3,-1,74,0,-3
COc1ccc(C(=O)NCCc2nnc3ccc(SCC(=O)N4CCOCC4)nn23)cc1,-38,1,-4,3,18,-0.1,0,16,-26,2
CC(=O)NNc1ncnc2c1cnn2-c1ccccc1,-8,0,-1,0,5,0.6,1,3,-6,1
O=C(NC(=S)Nc1ccc2oc(=O)ccc2c1)c1ccccc1F,-36,-3,-4,7,7,0.6,1,-9,-9,3
COC(C(=O)Nc1cccc([N+](=O)[O-])c1)c1ccccc1 (stereo unspecified),-19,4,8,/,6,0.0,-3,23,10,-6
CCCCn1c(SCC(=O)N2CCC(C)CC2)nc2ccsc2c1=O,-11,-5,-4,2,6,-0.1,-1,26,15,6
Nc1c(C(=O)Nc2ccccc2)sc2nc(-c3ccco3)ccc12,-16,0,-22,1,3,1.6,-1,-16,-176,-5
Cc1ccc(CNC(=O)Nc2ccc(F)cc2F)n1C,-28,2,-1,-1,0,1.4,-1,-71,-55,3
Cc1ccc(C(=O)OC(C)CN2C(C)CCCC2C)cc1 (stereo unspecified),16,0,-1,0,-19,2.7,0,7,-37,-8
Cc1ccc2cc(CN(Cc3ccco3)C(=S)NCC3CCCO3)c(=O)[nH]c2c1C (stereo unspecified),5,-2,-9,0,43,-0.6,0,9,32,27
O=C(c1cnn2c(C(F)(F)F)cc(-c3cccs3)nc12)N1CCN(Cc2ccccc2)CC1,-29,1,-5,1,-8,-1.5,-3,-4,32,-1
O=C(NC1CCCC1)C(c1ccccc1)N(C(=O)c1ccco1)C1CCCC1 (stereo unspecified),-13,-3,-1,1,1,-0.5,-5,22,16,-2
CC(=O)c1ccc(OCCCC(=O)NC2CCC(C)CC2)cc1 (stereo unspecified),-15,1,-4,-2,15,0.1,-7,15,-7,2
CCS(=O)(=O)N1N=C(c2cccc(NS(C)(=O)=O)c2)CC1c1ccc(C)cc1 (stereo unspecified),-45,2,3,1,15,0.6,-1,27,-24,2
CN(C)CCCNC(=O)N1c2ccccc2Sc2ccccc21,-34,-2,-3,0,0,1.3,/,/,3,-2
Cc1cccc(C(=O)Nc2ccc(NC(=O)Cc3ccc(Cl)cc3)cc2)c1,-21,0,2,0,9,0.1,3,24,5,1
CCCSc1nc(=O)n2cc(C)ccc2n1,-3,-1,-1,3,24,0.8,/,/,-40,7
NS(=O)(=O)c1ccc(CCNC(=O)c2ccc(OCC3CCCO3)cc2)cc1 (stereo unspecified),-21,1,3,-1,6,0.5,0,6,-7,-1
Cc1ccc(S(=O)(=O)N2CCN(C(=O)CN3CCCC3)C2)cc1,-5,1,4,-1,1,0.1,2,14,-14,0
Cc1cc(C)cc(N(C(=O)c2cccs2)C2C=CS(=O)(=O)C2)c1 (stereo unspecified),-6,-2,-2,0,0,0.2,-3,15,0,-3
COc1ccc(C(=O)C2CCCN(C(=O)Cn3cncn3)C2)cc1OC (stereo unspecified),0,3,-2,4,6,-0.2,-3,6,9,6
COc1ccc(C2CC(c3cccs3)=NN2C(=O)CSc2nc(=O)n3ccccc3n2)cc1 (stereo unspecified),/,/,/,/,23,0.0,9,9,-8,13
Cc1csc(SC(C)C(=O)NCC2CCCO2)n1 (stereo unspecified),/,/,/,-2,-2,-0.3,1,11,-8,2
O=C1S/C(=C\c2ccc(O)c([N+](=O)[O-])c2)C(=O)N1c1ccccc1Cl,-7,-6,-9,9,10,1.5,-11,22,-43,11
Cc1ccc2nc(CCl)[n+]([O-])c(-c3ccccc3)c2c1,-56,-4,-10,-2,-9,-1.1,/,/,12,-11
CCCCCNc1c(C(=O)OCC)c(=O)[nH]c2ccccc12,-3,-2,-3,0,-7,-0.2,-1,15,10,8

Not a hit list; 4.7% or so of the library scored in one or more.
